Compound activity: PubChem, several laboratories
LMP1 NFkB inh: reduces LMP1-driven NF-kappaB luciferase signal. LMP1-induced NF-kappaB luciferase reporter cells, luminescence. inhibition, % at 12.5 µM. 350,000 compounds, 0.69% hits. AID 504558; in the data active = inhibition above about 41%;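 also: 0% = neutral control wells and 100% = reference inhibitor control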
LRH-1 inv ag: NR5A2 inverse agonism in reporter assay; AID 602396; inhibition, % at 3.6 µM; 360,000 compounds, 0.13% hits; HEK293T StAR-luciferase reporter, LRH-1 transfected, 24 h; O00482;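 active = inhibition above the mean inhibition of all tested compounds plus 3 SD, cut at about 73% in these data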;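 also: 0% = DMSO wells and 100% = reporter-only cells lacking LRH-1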
Shn3 3UTR inh: Schnurri-3 reporter inhibition in Clone20 osteoblasts. Clone20 osteoblast Shn3 3'UTR firefly luciferase, 24 h. inhibition, % at 12.5 µM. 360,000 compounds, 0.52% hits. AID 588674;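 active = mean inhibition of at least 75% with every replicate also reaching 75%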;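 also: 0% = median of neutral control wells and 100% = pilot-screen positive control compound; some compounds past the cut are filed as inactive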
CF NFkB block: inhibitors of cystic fibrosis induced NF-kB. KKLEB NF-kB-GFP reporter, PAF-induced, GFP fluorescence overnight. inhibition, % at 5 µM. 360,000 compounds, 0.86% hits. AID 588850;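 active = at least 50% inhibition at 5 µM, scaled per plate between neutral and stimulator controls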;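 also: PAF is a Pseudomonas aeruginosa culture filtrate used as stimulus; plate controls were PAF-stimulated DMSO wells for no effect and unstimulated DMSO wells for full effect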
C8 TRAIL sens: sensitizes caspase-8 expressing cells to TRAIL. 360,000 compounds, 1% hits. NB7+C8 cells + TRAIL, ATPlite viability luminescence. inhibition (viability loss, TRAIL sensitization), % at 10 µM;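 active = compounds causing at least 50% loss of cell viability in the single-dose screen, relative to plate controls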
TWEAK-Fn14 inh: inhibitors of TWEAK-Fn14 interaction signaling | TWEAK-stimulated Fn14 reporter cells, luciferase luminescence, 8 h | inhibition, % at 10 µM | 360,000 compounds, 2% hits | AID 1159606; in the data active = inhibition above about 50%
NCOA1 inh: human NCOA1 inhibition; Q15788; HEK293 GAL4-SRC1 luciferase reporter, luminescence; inhibition, % at 3.6 µM; 360,000 compounds, 0.12% hits;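 active = inhibition above the campaign mean plus 3 SD, with each screening campaign given its own cutoff, cut at about 60% in these data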;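 also: 0% = DMSO treated cells and 100% = gossypol at 36 µM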
COUP-TFII inh: NR2F2 (human) inhibition, primary screen; P24468; HEK293T NGFI-A luciferase reporter, luminescence; inhibition, % at 8.6 µM; 370,000 compounds, 0.7% hits; AID 686940;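 active = inhibition above a per-plate cutoff, mean inhibition of test wells between control levels plus 3 SD, cut at about 38% in these data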;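 also: cells cotransfected with COUP-TFII expression vector driving the NGFI-A reporter; 0% = median of COUP-TF2 test wells and 100% = reporter-only cells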
NCOA3 inh: human NCOA3 inhibition | Q9Y6Q9 | HEK293 GAL4-SRC3 luciferase reporter, luminescence | inhibition, % at 3.6 µM | 360,000 compounds, 0.17% hits;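 active = inhibition above a per-campaign cutoff, the mean of all compounds plus 3 SD, cut at about 60% in these data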;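 also: 0% = DMSO-treated cells and 100% = gossypol-treated cells at 36 µM; higher means less SRC3-driven luciferase light from the GAL4 reporter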
Target sequence (Q9Y6Q9 whole entry, looked up, the tested form may be a part): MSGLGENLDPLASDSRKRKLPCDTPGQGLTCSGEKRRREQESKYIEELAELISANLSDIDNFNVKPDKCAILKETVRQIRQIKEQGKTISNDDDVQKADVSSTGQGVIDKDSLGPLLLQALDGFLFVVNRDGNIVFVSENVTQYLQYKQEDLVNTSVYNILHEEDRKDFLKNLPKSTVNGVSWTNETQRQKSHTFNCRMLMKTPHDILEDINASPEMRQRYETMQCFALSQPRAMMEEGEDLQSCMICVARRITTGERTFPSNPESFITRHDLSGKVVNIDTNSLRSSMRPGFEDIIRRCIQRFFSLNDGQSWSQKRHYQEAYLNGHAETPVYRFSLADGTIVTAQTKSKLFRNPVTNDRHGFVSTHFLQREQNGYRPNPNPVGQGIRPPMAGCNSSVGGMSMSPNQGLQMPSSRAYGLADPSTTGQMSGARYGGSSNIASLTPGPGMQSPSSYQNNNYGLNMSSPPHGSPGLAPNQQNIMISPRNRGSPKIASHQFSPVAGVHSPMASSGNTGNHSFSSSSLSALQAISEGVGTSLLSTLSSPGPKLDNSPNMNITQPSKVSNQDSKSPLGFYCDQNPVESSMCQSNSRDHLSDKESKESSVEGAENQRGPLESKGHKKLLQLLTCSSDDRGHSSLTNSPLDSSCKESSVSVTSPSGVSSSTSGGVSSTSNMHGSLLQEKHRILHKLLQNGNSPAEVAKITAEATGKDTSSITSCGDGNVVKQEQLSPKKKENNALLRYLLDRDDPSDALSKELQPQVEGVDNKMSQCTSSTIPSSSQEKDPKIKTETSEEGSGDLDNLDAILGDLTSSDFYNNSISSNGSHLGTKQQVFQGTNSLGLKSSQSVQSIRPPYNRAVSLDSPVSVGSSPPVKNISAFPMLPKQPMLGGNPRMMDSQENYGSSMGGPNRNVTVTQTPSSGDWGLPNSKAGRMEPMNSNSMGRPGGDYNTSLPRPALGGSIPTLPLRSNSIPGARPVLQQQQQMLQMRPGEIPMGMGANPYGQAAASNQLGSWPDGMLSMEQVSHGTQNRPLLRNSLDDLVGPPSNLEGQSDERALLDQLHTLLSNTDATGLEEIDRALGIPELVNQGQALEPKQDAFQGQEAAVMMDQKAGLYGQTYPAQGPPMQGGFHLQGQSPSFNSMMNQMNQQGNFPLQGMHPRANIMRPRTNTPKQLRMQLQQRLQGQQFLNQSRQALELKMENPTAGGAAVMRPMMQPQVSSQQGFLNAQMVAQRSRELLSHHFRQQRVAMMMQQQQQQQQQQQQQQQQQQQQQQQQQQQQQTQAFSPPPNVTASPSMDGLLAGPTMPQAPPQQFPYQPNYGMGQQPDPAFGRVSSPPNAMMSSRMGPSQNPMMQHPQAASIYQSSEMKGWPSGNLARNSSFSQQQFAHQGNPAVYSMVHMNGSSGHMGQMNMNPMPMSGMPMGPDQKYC
TROY signal inh: TROY signaling inhibition; Q293 LMP1-TROYcd NF-kB luciferase reporter, 4 h; inhibition, % at 10 µM; 360,000 compounds, 0.98% hits;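 active = compounds whose plate-normalised and pattern-corrected inhibition of the luciferase reporter signal at the single screening dose is 50% or more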
KKLEB tox: reduces viability of KKLEB cystic fibrosis airway cells | activity change (cytotoxicity), % at 5 µM | 360,000 compounds, 0.36% hits | KKLEB CF airway cells viability, ATPlite luminescence, overnight; hits give low values; cells stimulated with P. aeruginosa culture filtrate;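 active = corrected activity change at or below -50% at 5 µM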
The depositor's hits bear a star; x = no result given. Only part of the results is shown; the hit share may differ from the screen's.

SMILES	LMP1 NFkB inh	LRH-1 inv ag	Shn3 3UTR inh	CF NFkB block	C8 TRAIL sens	TWEAK-Fn14 inh	NCOA1 inh	COUP-TFII inh	NCOA3 inh	TROY signal inh	KKLEB tox
Cc1c(NC(=O)C23CC4CC(CC(Br)(C4)C2)C3)c(=O)n(-c2ccccc2)n1C	-3	13	6	10	-4	-1	-8	-2	5	-9	-7
CN(CC(=O)Nc1ccccc1Br)C(=O)CCCSc1nc2ccccc2[nH]1	-5	-10	-4	14	3	13	5	-8	-10	31	13
CCOc1cccc(-c2nnc3sc(-c4cccs4)nn23)c1	-1	-13	-6	-16	10	-17	-7	16	6	-18	8
CN1CCCc2cc(C=O)ccc21	4	36	-4	-8	2	11	-6	-26	20	-13	-3
CCCc1ccc2oc(C(=O)N3CCC(C(N)=O)(N4CCCCC4)CC3)c(C)c2c1	-12	10	8	-1	-9	-45	18	10	11	-17	-2
CCOC(=O)c1ccc(NC(=S)N2CCCC2)cc1	-2	-18	0	9	2	1	-10	-5	-21	-8	30
COc1ccccc1N1CCN(C(=O)c2cc(C)oc2C)CC1	-7	-1	10	-4	-33	-25	17	2	8	6	-3
O=C(C[n+]1ccccc1)Nc1ccccc1C(=O)O	5	6	-1	21	-8	-14	-10	12	4	15	3
CCn1cc(C(=O)N[C@@H](CCSC)C(=O)NCCCOC)c(=O)c2cc3c(cc21)OCO3	-2	2	-19	10	-8	9	5	5	-8	9	-4
COc1ccc(NC(=O)[C@@H]2CCCN2C(=O)[C@@H]2Cc3ccccc3CN2C(=O)OC(C)(C)C)cc1	-15	-7	-14	9	-1	6	1	5	-12	-22	5
CCCCCNC(=O)c1ccc(NS(=O)(=O)c2ccc3[nH]c(=O)[nH]c3c2)cc1	3	7	-8	-28	-2	-15	-32	-7	3	5	18
O=C(CNC(=O)c1ccc(Br)o1)NCc1ccc(Cl)cc1	-1	3	-12	12	10	10	16	-15	6	2	-7

Gathered by group: those above containing an aryl methoxy group
SMILES	LMP1 NFkB inh	LRH-1 inv ag	Shn3 3UTR inh	CF NFkB block	C8 TRAIL sens	TWEAK-Fn14 inh	NCOA1 inh	COUP-TFII inh	NCOA3 inh	TROY signal inh	KKLEB tox
COc1ccccc1N1CCN(C(=O)c2cc(C)oc2C)CC1	-7	-1	10	-4	-33	-25	17	2	8	6	-3
COc1ccc(NC(=O)[C@@H]2CCCN2C(=O)[C@@H]2Cc3ccccc3CN2C(=O)OC(C)(C)C)cc1	-15	-7	-14	9	-1	6	1	5	-12	-22	5

Further records:
SMILES	LMP1 NFkB inh	LRH-1 inv ag	Shn3 3UTR inh	CF NFkB block	C8 TRAIL sens	TWEAK-Fn14 inh	NCOA1 inh	COUP-TFII inh	NCOA3 inh	TROY signal inh	KKLEB tox
OC(c1ccccc1)(c1nc(-c2csc3ccccc23)cs1)C(F)(F)F (stereo not given)	x	-2	-16	17	-3	1	0	-11	-13	4	-3
C/C(=N/Nc1ccccc1C(=O)O)c1cccs1	-12	-69	-9	11	-8	-32	-49	-35	-57	-15	-2
COCCN1C(=O)Cc2c1nc(N)c1c(N)nc(N3CCN(c4ccc(F)cc4)CC3)c(C#N)c21	-10	5	-1	-13	-6	7	-6	-5	-14	10	9
CCC(C)(C)n1nnnc1C(c1cc2ccc(C)cc2[nH]c1=O)N(Cc1cccnc1)Cc1ccco1 (stereo not given)	5	0	-3	17	28	9	-6	18	-11	-13	-19
C/C(=N\NC(=O)c1cc(-c2cccnc2)nc2ccccc12)c1ccc(O)cc1O	-15	9	85	12	9	-19	15	9	43	6	-30
C[C@@H]1CN([C@@H](C)CO)C(=O)c2cccc(NC(=O)c3ccncc3)c2O[C@@H]1CN(C)Cc1ccc(-c2ccccc2)cc1	3	3	10	20	-7	-7	-4	4	14	7	-12
Clc1ccc2nc(-c3cccc(Br)c3)c(Cc3ccccc3)n2c1	x	-71	-52	-21	-9	0	-39	-15	-32	-55	-3
CC(C)(C)OC(=O)CNC(=O)c1[nH]cnc1C(=O)Nc1ccc(Cl)cc1	-1	10	-24	7	21	32	-4	-1	-5	15	-2
COc1ccc(-c2nnc(SCC(=O)/C(C#N)=C(\C)N)o2)cc1	-2	-121	-16	2	15	65*	-79	-55	-74	31	-12
Cc1cccc(NC(=O)CN2CCc3cc4c(cc3C2C)OCCCO4)c1 (stereo not given)	3	11	40	-3	-6	-16	-20	13	6	6	13
COc1ccc(NC(=O)NNS(=O)(=O)c2ccc(Br)cc2)cc1	x	20	5	-16	-5	-6	4	-1	17	-12	-2
O=c1ccn([C@@H]2O[C@H](CNCc3cccn3-c3nccs3)[C@@H](O)[C@H]2O)c(=O)[nH]1	x	-10	-23	-13	-7	9	3	9	12	4	6
CN(CCO)c1ccc([N+](=O)[O-])cc1C(=O)O	-1	9	12	13	9	-8	-34	-14	-4	-10	5
CCN(CC)C(=O)c1cccc2nc3ccccc3nc12	4	13	15	1	13	10	1	-9	22	-13	-1
O=C(O)CCC(=O)N1CCc2cc(S(=O)(=O)Nc3ccc4c(c3)OCCO4)ccc21	3	7	4	14	-5	16	16	-20	13	-3	0
CCOC(=O)c1c(C)c(C(=O)Nc2cc(F)ccc2F)c(C)n1C	-15	-10	-25	0	-8	14	-20	2	0	-61	-7
CC(C)Oc1cc2ccccc2cc1CNC[C@H]1O[C@@H](n2cnc3c(N)ncnc32)[C@H](O)[C@@H]1O	14	6	4	-13	-10	4	-29	-2	-28	1	4
CCOc1ccc(CCNC(=O)c2ccc3c(=O)[nH]c4c(C(=O)NC(C)C)sc(=S)n4c3c2)cc1	1	-3	-14	48	1	18	-8	12	17	-2	14
COc1cc(NC(=O)COc2cc3oc(=O)cc(C)c3cc2Cl)cc(OC)c1OC	2	2	61	-8	6	-46	-20	-22	-1	-20	8
Cc1ccnc(NS(=O)(=O)c2cccc([N+](=O)[O-])c2)c1	-8	-25	-1	-20	-17	1	-16	8	10	8	12
COc1ccc(C(C(=O)NC2CCCC2)N(C(=O)c2ccco2)c2cccc(C(C)=O)c2)cc1OC (stereo not given)	0	-17	-8	11	-7	10	-33	3	-12	15	-7
Nc1cc2c(cc1Br)[nH]c(=O)c1ccccc12	-109	6	83	58*	-3	24	0	-1	-28	-7	-14
CCc1cc2c(=O)c(-c3nc4ccccc4n3C)coc2c(CN2CCCCC2C)c1O (stereo not given)	3	14	10	-15	2	15	-1	-15	-1	-3	-7
CC(CN1CCCCC1)NC(=O)c1scnc1-c1ccccc1 (stereo not given)	x	-8	-22	-6	7	0	9	-8	-5	-2	-10
CC(NC(=O)COC(=O)c1cc(Cl)ccc1O)C1CC2CCC1C2 (stereo not given)	5	-17	-9	7	9	15	-3	17	-10	46	-7
Cc1csc2cc(-c3cccc([N+](=O)[O-])c3)c(-c3cccc([N+](=O)[O-])c3)c[n+]12	-7	0	2	-3	9	8	2	-17	21	-10	-2
N#CC1=C(N)OC2=C(C(=O)CC(c3ccccc3)C2)C1c1ccc2c(c1)OCO2 (stereo not given)	2	-7	-15	2	2	0	-5	6	0	14	-1
O=C(Cc1ccc([N+](=O)[O-])cc1)OCc1ccc([N+](=O)[O-])cc1	3	15	4	-10	4	-21	7	6	14	1	-16
CN(Cc1ccc(Cl)cc1)C(c1cc2ccccc2o1)c1nnnn1C(C)(C)C (stereo not given)	x	-9	x	x	9	5	x	16	x	1	x
CC(C)Oc1ccc(F)cc1-c1cc(C(=O)NCc2cccs2)[nH]n1	x	1	-4	6	-3	-7	-17	-61	-2	3	8
C/C=C(/C)C(=O)Nc1cccc(C2=NOC3(C2)C[C@@H](C(N)=O)N(C(=O)[C@H]2CCC(=O)N2)C3)c1 (stereo not given in full)	-2	2	-10	-9	7	-4	-29	-4	1	0	-12
C1=C(c2ccccc2)N2CCN=C2S1	-1	25	-12	21	-7	10	4	-9	14	-24	-4
COCCNC(=O)CS(=O)Cc1nc(-c2ccc(OC)cc2)oc1C (stereo not given)	-16	-10	-6	-13	3	-4	-40	12	-4	9	-10
CCCC(=O)O[C@@H]1C[C@@H](C)N(C(=O)c2ccccc2)c2ccc(C)cc21	-12	9	1	7	2	6	-7	6	4	-24	0
O=C(N/N=C/c1ccc(Cl)cc1)c1ccc2c(c1)OCO2	-20	-48	-69	-10	37	1	-43	-34	-60	-32	-10
COc1ccc(C(=O)n2nnc3ccccc32)cc1Br	4	-23	6	-6	-43	-11	-3	x	2	-7	9
CN1CCN(CCCNC(=O)c2ccc3c(=O)n(CCc4ccccc4)c(=O)[nH]c3c2)CC1	0	-2	-20	2	-5	14	-9	7	-4	-25	0
COc1cc(NC(=O)CN2CCC(C(N)=O)(N3CCCCC3)CC2)c(OC)cc1Cl	3	-17	15	-4	7	4	-11	9	10	7	-3
Cc1cc(=O)[nH]c(SCCc2ccccc2)n1	-6	8	5	-7	-15	0	-14	9	-21	-4	2
COc1ccccc1CNC(=O)c1cnn2c(C(F)F)cc(C)nc12	1	22	19	3	-3	6	-12	-2	8	10	15
O=C(NC1CCS(=O)(=O)C1)c1cn(-c2ccccc2)nc1-c1ccccc1 (stereo not given)	-18	10	33	9	-10	-5	-3	-13	4	-2	-14
CC(=O)N/C(=C\c1ccc(F)cc1)C(=O)NC(Cc1ccccc1)C(=O)O (stereo not given)	-1	0	14	6	21	-12	-5	-14	8	-10	-4
Cc1ccc(S(=O)(=O)CCC(=O)NCCC2=CCCCC2)cc1	-1	4	-5	12	19	-13	-17	2	0	-27	8
COc1ccc(C2C(C#N)=C(N)OC3=C2C(=O)CCC3)cc1OC (stereo not given)	4	-7	21	-24	-7	7	-2	-12	-3	-6	21
COc1ccc(CNC(=O)CCCn2nc(C)c3c(C)n(-c4ccccc4)nc3c2=O)cc1	5	3	-12	2	-1	15	5	-10	-6	-22	1
Cc1cc(C)c2nc(-c3ccccn3)cc(C(=O)n3cccn3)c2c1	3	15	-10	-5	5	-80	-17	7	8	8	-1
C[C@@H]1CN([C@H](C)CO)C(=O)CCCn2nncc2CO[C@H]1CN(C)S(=O)(=O)c1ccc(Cl)cc1	5	-3	9	4	15	-5	1	-13	-5	-4	-6
O=C(COC(=O)c1cncc(Br)c1)Nc1nc(-c2ccc(F)cc2)cs1	-15	-10	-17	10	12	-27	-10	1	5	-22	0
CCOC(=O)c1c(O)c2ccccc2oc1=O	-1	-1	-25	-20	0	11	-19	-2	-5	2	10
CCCC(=O)C1=C(O)C(C(=O)OC)C(C)(C)CC1=Nc1cccc2ccccc12 (stereo not given)	1	-5	5	4	11	-6	-1	8	10	23	-8
OC(CN1CCOCC1)CN(c1ccccc1)c1ccccc1 (stereo not given)	-4	15	-4	-3	-10	1	9	4	-2	-6	-6
Cc1cccnc1-n1c(CCN2C(=O)c3ccccc3C2=O)nc2ccccc2c1=O	-3	-4	-18	-4	-16	-4	-15	11	10	10	2
Cc1cccc(C(=O)NCCC(=O)Nc2ccc(C#N)cc2)c1	3	6	11	-1	-9	14	6	10	-12	-2	7
O=C(NNC(=O)c1ccccc1O)c1ccc(Cl)c(S(=O)(=O)N2CCCCC2)c1	2	0	-10	6	-2	-20	-4	5	26	-25	-1
COc1cc(-c2cc(NC=O)c3ncc(-c4cccc(C(=O)N(C)C)c4)n3c2)cc(OC)c1OC	x	15	10	-8	5	22	-15	-50	-15	-1	-8
